# GPR151 activ – activators of human GPR151 | hit rate 1% among 650,000 | PathHunter beta-arrestin GPR151 cells, luminescence | AID 1508602 | activation, % at 11.2 µM | Q8TDV0; in the data active = activation above about 4.9%;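 note: 0% = median of compound wells and 100% = cells with positive control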
# Target sequence (Q8TDV0 whole entry, looked up): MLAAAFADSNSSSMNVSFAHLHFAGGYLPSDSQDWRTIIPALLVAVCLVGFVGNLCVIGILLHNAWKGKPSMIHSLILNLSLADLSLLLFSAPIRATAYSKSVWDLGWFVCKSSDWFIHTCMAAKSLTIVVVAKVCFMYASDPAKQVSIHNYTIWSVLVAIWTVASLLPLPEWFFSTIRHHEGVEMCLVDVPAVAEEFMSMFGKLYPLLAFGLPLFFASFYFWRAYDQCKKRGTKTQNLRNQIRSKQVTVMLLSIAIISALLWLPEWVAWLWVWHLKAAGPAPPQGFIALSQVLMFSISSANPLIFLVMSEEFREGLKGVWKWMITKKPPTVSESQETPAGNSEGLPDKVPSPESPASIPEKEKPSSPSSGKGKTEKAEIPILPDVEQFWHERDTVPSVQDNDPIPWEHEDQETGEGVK
# FBW7 act – human FBW7 E3 ligase activation, primary screen. hit rate 0.13% among 650,000. AlphaScreen FBW7–phospho-cyclin E peptide binding, activator screen. normalized activity (activation), % at 26.1 µM. Q969H0; in the data active = normalized activity above about 1.9%;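 note: purified mutant Fbw7 with reduced substrate affinity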
# MITF primary – blocks human microphthalmia-associated transcription factor; inhibition, % at 2.6 µM; AlphaScreen MITF homodimerization, bead proximity signal; hit rate 0.91% among 650,000; O75030; in the data active = inhibition above about 50%;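 note: 0% = vehicle wells with protein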
# Target sequence (O75030 whole entry, looked up): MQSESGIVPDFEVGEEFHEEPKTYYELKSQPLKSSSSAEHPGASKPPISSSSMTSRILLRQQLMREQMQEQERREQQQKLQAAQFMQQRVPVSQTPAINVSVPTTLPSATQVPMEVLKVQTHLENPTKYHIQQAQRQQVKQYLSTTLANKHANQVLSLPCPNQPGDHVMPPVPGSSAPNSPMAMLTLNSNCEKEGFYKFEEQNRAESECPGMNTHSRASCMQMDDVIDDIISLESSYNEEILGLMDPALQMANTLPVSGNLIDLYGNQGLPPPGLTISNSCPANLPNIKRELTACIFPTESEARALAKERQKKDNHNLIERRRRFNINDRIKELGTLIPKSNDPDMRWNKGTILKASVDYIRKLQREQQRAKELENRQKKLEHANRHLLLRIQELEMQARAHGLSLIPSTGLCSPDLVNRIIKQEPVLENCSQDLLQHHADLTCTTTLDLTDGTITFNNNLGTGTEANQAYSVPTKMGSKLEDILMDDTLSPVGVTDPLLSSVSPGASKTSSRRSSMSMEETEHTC
# TEAD-YAP inh – TEAD-YAP interaction inhibition; inhibition, % at 9.12 µM; AID 1259422; HEK-TIYL cells, TEAD-Gal4/YAP UAS-luciferase luminescence; hit rate 1.4% among 640,000; in the data active = inhibition above about 32%;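 note: 0% = median of test compound wells and 100% = reference inhibitor wells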
# Starred values were filed as active, the others as inactive.
# Order of results – MITF primary	TEAD-YAP inh	GPR151 activ	FBW7 act
COc1cc(OC)c(OC)cc1/C=N\NC(=O)c1cc(O)c(O)c(O)c1
    66*	-2	0.8	-0.4
CSc1nc(-c2ccccc2)cc(-c2ccco2)c1C#N
    3	6	0.5	0.1
Cc1ccc(CN2CCN3C(=O)[C@H](Cc4c[nH]c5ccccc45)NC(=O)[C@H]3C2)c(C)c1
    14	9	0.7	-0.1
CCCNC(=O)c1ccc2c(c1)ncn2-c1ccc(OC)cc1
    13	7	3.2	0.0
COc1cc(NC(=O)c2sc3nc(C)n(C)c(=O)c3c2C)cc(OC)c1OC
    7	0	-0.5	0.0
COc1cc(OC)cc(C(=O)Nc2c3c(nn2-c2ccc(C)c(C)c2)CSC3)c1
    12	6	-0.8	0.1
O=C(Cn1cnnn1)N1CCCC1c1nc2ccccc2[nH]1 (stereo not given)
    -1	-11	1.5	0.0
COc1cccc(C2NC(=S)NC(C)=C2C(N)=O)c1 (stereo not given)
    8	-1	-2.6	-0.1
CCCCCn1c(=O)[nH]c2ccccc21
    -2	-6	2.2	0.1
CC(C)N(Cc1ccccc1)C(=O)[C@H]1[C@@H]2C[C@@H]3[C@H]1C(=O)O[C@@H]3C2
    3	1	0.8	0.0
COc1ccc(-c2csc(NC(=O)c3cc(OC)c(OC)c(OC)c3)n2)c(OC)c1
    -5	-3	1.3	0.0
Cc1ccccc1CSCCNS(=O)(=O)c1ccccc1[N+](=O)[O-]
    -7	0	5.9*	-0.4
O=C(O)CCCC[C@@H]1CCSS1
    21	2	-3.3	0.2
CCCN1C2OC(C3OC4C(O3)N(CCC)S(=O)(=O)N4CCC)OC2N(CCC)S1(=O)=O (stereo not given)
    5	6	-0.6	0.2
CCOc1ccc(NC(=O)CSc2nc(N)c3c4c(sc3n2)COC(C)(C)C4)cc1
    6	10	-1.3	0.4
CCOc1ccc(S(=O)(=O)N2CCN=C2c2ccccc2)c2ccccc12
    1	-3	-0.9	-0.3
Cc1nc2ccc(Nc3nc4cc(S(=O)(=O)N5CCOCC5)ccc4o3)cc2s1
    -12	10	2.0	-0.5
Cc1cccnc1NC(=O)Cn1cnc(-c2ccc(F)cc2)cc1=O
    7	9	-0.3	-0.2
CCOc1ccccc1N1CCN(CC(=O)Nc2ccccc2Br)CC1
    2	0	0.0	0.0
C=CCn1c(CSc2nc3ccccc3s2)n[nH]c1=S
    8	-1	-0.4	0.0
CC(Cl)(Cl)C(=O)ONC1=NCCCCC1
    6	-12	0.1	-0.1
COc1ccc(NC2=NCC(=O)N2c2ccccc2)cc1
    -5	-49	-0.7	0.0
COc1ccccc1N1CC(C(=O)OCc2cc(=O)oc3cc4c(cc23)CCC4)CC1=O (stereo not given)
    6	6	0.4	-0.1
COc1ccc(CCNc2nc(NCc3cccnc3)nc3c2ncn3-c2ccsc2)cc1
    17	-1	1.4	-0.1
O=C1c2ccccc2-c2onc3c(N4CCOCC4)cc(NCCN4CCCC4)c1c23
    61*	-42	-0.5	-0.5
COc1cc(-c2nc3n(n2)C(c2ccncc2)C(C(N)=O)=C(C)N3)cc(OC)c1OC (stereo not given)
    14	8	0.2	0.0
CC1(C)C(c2ccc(Br)cc2)=[N+]([O-])C(C)(C)N1O
    17	-4	3.2	0.2
O=C(Nc1ccccc1C(F)(F)F)C1CC(=O)N(c2ccccc2F)C1 (stereo not given)
    3	1	-0.9	0.7
CCc1ccccc1NC(=O)C1CC(c2ccc(OC)c(OC)c2)=NO1 (stereo not given)
    14	-8	0.2	0.0
COc1ccc(/C=C(/NC(=O)/C=C/c2ccccc2)C(=O)O)cc1
    1	9	1.4	0.0
O=C(Nc1ccncc1NC(=O)c1ccc([N+](=O)[O-])s1)c1ccc([N+](=O)[O-])s1
    8	15	-1.7	0.2
COc1ccc(OC(C)C(=O)N2CCN(c3ccccn3)CC2)cc1 (stereo not given)
    12	7	0.7	0.3
Cc1nc2cc(NC(=O)C3CC34CCN(C(=O)CC3=CCCCC3)CC4)ccc2s1 (stereo not given)
    4	-5	-0.6	1.0
Cc1nc2nc(CN)nn2c(C)c1CCC(=O)Nc1ccc(Br)cc1F
    6	1	-0.6	-0.1
CC(=O)Nc1ccccc1C(=O)C(=O)Nc1cccc(Cl)c1C
    17	-8	0.5	0.0
O=C(c1ccc2ncsc2c1)N1CCN(c2nc3ccccc3s2)CC1
    -15	9	0.1	0.0
CCC(=O)Oc1c(Br)cc(C2Oc3nc(SC)nnc3-c3ccccc3N2C(=O)CC)cc1OC (stereo not given)
    10	-1	-0.7	-0.2
CC(C)(C)NS(=O)(=O)c1ccc2c(c1)Cc1cc(S(=O)(=O)NC(C)(C)C)ccc1-2
    10	1	-0.7	0.1
CCCNc1nc(Nc2cccc(N(C)C)c2)nc2c1ncn2Cc1ccc(C(F)(F)F)cc1
    18	-11	-1.1	0.3
O=C(Cn1ccc2ccccc2c1=O)NCCC(=O)NC1CCCCC1
    17	7	0.2	0.1
O=C(Cn1nc2c3ccccc3nc(C3CC3)n2c1=O)N1CCCCCC1
    19	3	-0.9	0.1
COc1cccc(NC(=O)NCc2noc3ccccc23)c1
    0	-21	0.5	-0.1
NC(=O)c1ccccc1NC(=S)NC(=O)c1cccc(F)c1
    17	-46	0.4	0.5
O=C1C(=O)N(c2nc3ccccc3s2)C(c2cccnc2)/C1=C(\O)c1ccc(Cl)cc1 (stereo not given)
    12	0	-1.8	0.0
COc1ccc(C2=NN(C(=O)CSc3nnc(CNC(=O)c4ccco4)n3-c3cccc(C)c3)C(c3ccc(OC)cc3)C2)cc1 (stereo not given)
    6	8	-0.8	0.2
COc1ccc(N2C(=O)/C(=C\N3CCN(C)CC3)c3ccccc3C2=O)cc1
    10	2	-2.0	0.8
CC1CCCC(NC(=O)CCNS(=O)(=O)c2ccc3c(c2)CCC(=O)N3)C1C (stereo not given)
    13	15	0.8	0.8
CC(C)Oc1ccc(C(CC(=O)O)NC(=O)Cc2ccc(Cl)cc2)cc1 (stereo not given)
    4	2	0.2	-0.1
CCOc1ccc(CCNC(=O)C(C)N2C(=O)CC(C)(C)Sc3ccccc32)cc1 (stereo not given)
    1	6	1.0	0.0
COc1ccccc1S(=O)(=O)Cc1ccc(C(=O)NC2CC2)o1
    6	-9	-0.2	0.1

# Reformatted: results already given.
Molecule	MITF primary	TEAD-YAP inh	GPR151 activ	FBW7 act
O=C1c2ccccc2-c2onc3c(N4CCOCC4)cc(NCCN4CCCC4)c1c23	61*	-42	-0.5	-0.5
Cc1nc2ccc(Nc3nc4cc(S(=O)(=O)N5CCOCC5)ccc4o3)cc2s1	-12	10	2.0	-0.5
CC(C)(C)NS(=O)(=O)c1ccc2c(c1)Cc1cc(S(=O)(=O)NC(C)(C)C)ccc1-2	10	1	-0.7	0.1
CCOc1ccccc1N1CCN(CC(=O)Nc2ccccc2Br)CC1	2	0	0.0	0.0
CCCNC(=O)c1ccc2c(c1)ncn2-c1ccc(OC)cc1	13	7	3.2	0.0
CC1(C)C(c2ccc(Br)cc2)=[N+]([O-])C(C)(C)N1O	17	-4	3.2	0.2

# Going on with the list.
# Order of results – MITF primary	TEAD-YAP inh	GPR151 activ	FBW7 act
Cc1cccc(Cn2c(=O)n(Cc3ccco3)c(=O)c3ccccc32)c1
    9	4	-0.4	0.1
CSc1ccc(/C=C2\N=C(c3ccc(-c4ccccc4)cc3)OC2=O)cc1
    1	7	0.9	-0.1
Cc1nc2cc(NC(=O)C3CC34CCN(CC(C)(C)C)CC4)ccc2s1 (stereo not given)
    -15	-30	2.7	0.1
CC(=O)c1cccc(NC(=O)c2ccc3c(c2)C(=O)N(c2ccccn2)C3=O)c1
    -6	1	-0.1	0.0
Cc1cc(C)n2cc(CSc3nc4ccc([N+](=O)[O-])cc4s3)nc2n1
    13	2	-0.1	-0.1
CCOc1ccccc1CN1CCN(S(=O)(=O)c2ccc(C)cc2)CC1
    4	-1	2.5	-0.2
CC(=O)CCc1ccc(OCc2nnc(-c3ccc(F)cc3)o2)cc1
    3	-59	1.7	0.0
COC(=O)C1=C(C)NC2=C(C(=O)CC(c3cccs3)C2)C1c1ccc(Cl)c(Cl)c1 (stereo not given)
    -11	-5	-0.6	-0.1
CCCN1CCN(c2ncnc3sc(C(=O)NC4CCCCCC4)c(C)c23)CC1
    -4	-8	2.1	0.0
O=C(O)c1cc(N2CCCCCC2)nc2ccccc12
    1	13	0.0	0.0
O=C(NCc1cccnc1)c1ccc2nc(Nc3ccc(C(F)(F)F)cc3)sc2c1
    -3	-34	1.6	0.2
O=C(Nc1ccc(F)cc1)c1ccc(Cl)cc1Cl
    12	-22	-3.2	0.5
O=C1C(Cl)=C(NCc2ccccn2)C(=O)c2ccccc21
    12	-16	-2.9	-0.1
NCCCC[C@@H]1NC(=O)[C@@H]2C[C@H](NC(=O)Nc3ccc(Cl)cc3Cl)CN2C1=O
    0	4	2.3	-0.3
O=C(CSc1nc2ccc(NC(=O)c3ccccc3Cl)cc2s1)NCCc1ccccc1
    -8	-11	0.3	0.1
O=C(NCCO)c1nc[nH]c1C(=O)NCCO
    1	7	-0.7	0.0
CC(C)CC1C(C#N)=C(N)OC2=C1C(=O)CCC2 (stereo not given)
    2	6	-0.4	0.1
CC(=O)NCCC(=O)N(c1nc2ccccc2s1)c1c(C)cccc1C
    27	3	1.4	-0.2
CCc1cccc2sc(N(CCN3CCOCC3)C(=O)c3ccnn3CC)nc12
    -5	-26	-1.1	-0.1
Cc1[nH]nc2c1C(=O)CC(C)(C)C2
    13	7	-1.4	0.9
CCCCc1ncc(CN2CCCC(C(=O)Nc3ccc(-c4cscn4)cc3)C2)[nH]1 (stereo not given)
    -7	-5	3.3	-0.2
Cc1ccc(CN(C)Cc2nc3sc4c(c3c(=O)[nH]2)CCC4)o1
    3	7	0.6	-0.2
CC(=O)Nc1ccc(NC(=O)C(C)C)nc1
    9	5	0.2	0.1
CCOCc1nnc(NC(=O)C2CC(=O)N(c3ccc(C)cc3)C2)s1 (stereo not given)
    10	5	1.1	-0.1
COc1cc(CN2CC3(C)CC2CC(C)(C)C3)cc(OC)c1 (stereo not given)
    -21	8	2.6	0.5
CC(=O)N(C1=C(NC2CCCCC2)C(=O)c2ccccc2C1=O)c1ccc(F)c(F)c1
    10	3	-1.6	-0.2
Cc1ccc2ncc(NC(=O)c3ccc(F)cc3)c(=O)n2c1
    -11	-29	0.1	0.0
CCc1ccc(N/C(SCc2ccccc2C)=C(/C#N)C(=O)NCc2ccco2)cc1
    -8	1	-0.3	0.0
CNC(=O)c1cccc(-n2cc(NC(=O)Nc3cccc(C)c3)cn2)c1
    5	-10	2.2	0.0
CC1CC(=O)c2cnc(N3CCN(Cc4ccccc4)CC3)nc2C1 (stereo not given)
    10	-7	-0.9	0.6
O=C(O)CN1C(=O)C2(OCCO2)c2ccccc21
    -6	0	-0.6	-0.1
CCCCc1ccc(NC(=O)COc2coc(CN3CCc4ccccc43)cc2=O)cc1
    12	8	-1.2	-0.1
COc1cccc(C(=O)CC(C(=O)O)c2ccc(Cl)cc2)c1 (stereo not given)
    13	4	-0.2	-0.1
CC(C)N1CCN(Cc2ccc3cc(Cl)ccc3n2)CC1CCO (stereo not given)
    10	-3	-0.2	0.3
CC(C)NC(=O)[C@@H]1C[C@@H](NCc2ccc(Cl)cc2)CN1C(C)C
    3	-5	-0.1	0.5
CCCCS(=O)(=O)NC1=NCN(Cc2ccco2)CN1
    -17	0	0.0	0.1
CN(c1ccccc1)S(=O)(=O)c1ccc(C(=O)Nc2nc(-c3ccc(C(C)(C)C)cc3)cs2)cc1
    7	8	-1.1	-0.1
Cc1ccc(N2C(=O)c3ccc(F)cc3C2=O)cc1Cl
    14	-1	0.4	-0.1
O=C(/C=C/c1ccc2c(c1)OCO2)Nc1ccc(Cl)cc1F
    12	-62	-2.1	0.5
CCOc1cccc(-c2cc(C(=O)N/N=C(\C)c3ccco3)[nH]n2)c1
    -11	-21	-1.5	0.0
CC(=O)OC1(C)CC[C@@]23CC1C(C)(C)[C@@H]2CC[C@H]3C (stereo not given in full)
    20	0	1.7	0.0
NS(=O)(=O)c1ccc(N/N=C/c2cccc([N+](=O)[O-])c2)cc1
    -5	-15	1.0	-0.1
COc1ccc(F)c(CN2CCCC(CNC(=O)c3cccs3)C2)c1 (stereo not given)
    -12	0	-0.4	-0.1
Cc1cccc(OCC(=O)Nc2cccc(C(=O)O)c2C)c1
    -7	-10	6.0*	0.3
O=C(CN1CCN(S(=O)(=O)c2ccc(Cl)cc2)CC1)Nc1cccc(C(F)(F)F)c1
    -2	20	1.1	0.0
Cc1nc2ccc(I)cn2c1/C=N/N
    2	-10	0.9	-0.1
COc1cc(NC(=O)/C=C/c2ccc(C)o2)c(OC)cc1Cl
    12	4	3.6	-0.1
Cc1ccc([N+](=O)[O-])cc1NC(=O)CC12CC3CC(CC(C3)C1)C2
    18	-2	2.7	0.1
CCN(CC)C(=O)CSc1nc2sc3c(c2c(=O)[nH]1)CCCC3
    6	-1	0.7	0.0
O=C(Cn1nc([N+](=O)[O-])nc1Br)NC1CCCCC1
    12	4	0.4	0.1

# Quoted from the listing:
# Reading of Cc1ccc(CN(C)Cc2nc3sc4c(c3c(=O)[nH]2)CCC4)o1 in FBW7 act: -0.2
# Reading of COc1ccc(C2=NN(C(=O)CSc3nnc(CNC(=O)c4ccco4)n3-c3cccc(C)c3)C(c3ccc(OC)cc3)C2)cc1 (stereo not given) in TEAD-YAP inh: 8

# High-throughput results from PubChem BioAssay.
